ARNT-TACC3 inh = disrupts binding between human ARNT and TACC3; actives 0.66% (n = 390,000); inhibition, % at 9.99 µM; AlphaScreen His-ARNT PAS-B/GST-TACC3 binding, luminescence; TACC3 fragment carries E629A point mutation; Q9Y6A5;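 active = mean inhibition of replicates at least 50% and at least half of replicates each reaching 50%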;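 note: 0% = complete ARNT plus TACC3 wells and 100% = ARNT alone without TACC3; many hits fall short of the cut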
C2C12 statin = suppressors of simvastatin-induced myotoxicity in C2C12 myotubes | ATP luminescence, 48 h; scaled: DMSO 0, geranylgeraniol control 100 | rescue of ATP level, % at 7.49 µM | actives 0.78% (n = 330,000);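 active = mean ATP rescue above about 67%, or every replicate alone reaching that limit, limit read from the data, passing the limit was not always enough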;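 note: myotubes were challenged with 10 µM simvastatin during compound exposure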
INS-1E GSIS act = primary screen for activators of insulin secretion dependent on glucose, INS-1E cells, GLuc reporter luminescence. INS-1E GLuc reporter insulin secretion, 2-3 h. activation, % at 16.6 µM. actives 0.61% (n = 370,000);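 active = lowest replicate activation of at least 40%, so every replicate reaches that level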;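 note: 0% = median of neutral control wells and 100% = median of IBMX positive control wells; some compounds called inactive have numbers as strong as hits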
LGR2 antag = inhibitors of bursicon-induced Drosophila LGR2 receptor cAMP signaling | actives 0.35% (n = 380,000) | inhibition, % at 9.99 µM | HEK293 LGR2, CRE-luciferase, bursicon-stimulated, 4 h | AID 720647;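 active = drop in luminescence signal, shown as inhibition above about 50% in the replicate tests, limit read from the data, passing the limit was not always enough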;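 note: agonist challenge used bursicon conditioned medium at about half maximal strength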
Cneo AK release = causes C. neoformans cell lysis | actives 0.2% (n = 360,000) | lysis activity, % at 15 µM | AID 651654 | adenylate kinase release luminescence, 4 h; normalised: neutral wells 0, clomiphene wells 100;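 active = mean lysis activity across replicates of at least 80%, whatever share of replicates individually reach that level; inactive = mean lysis activity below 80%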
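Material – log-phase Cryptococcus neoformans yeast cells · Input – 5 × 10^6 yeast cells/mL · Medium – fresh YPD growth medium · Doses – single compound concentration per well · Timing – static 4 h at 37 °C with compound, 1 h detection · Detection – adenylate kinase release luminescence · Read-out – signal increase indicating cell lysis · Control set – Clomiphene as positive lysis control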
PGC1a acetyl inh = lowers PGC1a acetylation signal in U2OS cells | actives 0.17% (n = 350,000) | inhibition, % at 15.6 µM | AlphaScreen anti-acetyl-lysine; with virally co-expressed GCN5 acetyltransferase;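 active = every replicate shows inhibition of at least 40%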;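 note: 0% = neutral control wells and 100% = positive control wells; some results beyond the cut were filed as inactive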
PAX8 reporter = lowers PAX8-driven luciferase in RMG-I cells | RMG-I TPO-luciferase reporter, SteadyGlo, 24 h | inhibition, % at 12.6 µM | actives 1.2% (n = 360,000) | AID 652154;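 active = mean replicate inhibition at least 60% with every replicate also reaching 60%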;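 note: luciferase light reporting Pax8 driven TPO promoter activity; plate controls were median of neutral control wells for no effect and mitoxantrone controls for full effect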
PglD inh = PglD (C. jejuni) enzyme inhibition. purified PglD enzyme, DTNB colorimetric CoA detection. inhibition, % at 12.5 µM. actives 0.098% (n = 360,000); in the data active = inhibition above about 16%, passing the limit was not always enough; note: strong numbers were not always called active
The depositor's hits bear a star; · = not tested or not shown; & = joins results of further samples. No enrichment for hits (roughly 2.9% active in at least one column).

SMILES	ARNT-TACC3 inh	C2C12 statin	INS-1E GSIS act	LGR2 antag	Cneo AK release	PGC1a acetyl inh	PAX8 reporter	PglD inh
COc1ccc(S(=O)(=O)Nc2ccc3c(c2)C(=O)N([C@@H](C)CO)C[C@@H](C)[C@H](CN(C)S(=O)(=O)c2ccc(F)cc2)O3)cc1	-1	·	-5	-1	1	2	·	3
Cc1ccc(-c2nc(S(=O)(=O)c3ccc(C)cc3)c(SCC(=O)NCC3CCCO3)o2)cc1 (configuration not stated)	-3	25	-14	-14	2	-1	-11	7
Cc1[nH][nH]c(=O)c1C(c1ccc(-c2ccc(Cl)c(C(=O)O)c2)o1)c1c(C)[nH][nH]c1=O	13	·	11	-2	·	39	-15	·
Cc1ccc(CC(=O)O/N=C(\N)c2ccncc2)cc1	·	6	-5	-27	0	-2	-52	0
COc1ccc(S(=O)(=O)N(C)C[C@H]2Oc3ccc(NC(=O)Nc4ccccc4)cc3CC(=O)N([C@@H](C)CO)C[C@H]2C)cc1	3	-7	-21	-3	39	-8	32	4
Cc1ccc(O)c(NC(=O)C2CC(c3cccc(Br)c3)=NO2)c1 (configuration not stated)	-2	14	-2	4	5	-16	3	-1
CCN1C(=O)[C@H]2[C@@H](c3ccc(C)cc3)N3C(=O)N(c4cccc(Cl)c4)C(=O)[C@@]3(CC)[C@H]2C1=O	-3	4	-10	8	3	8	5	0
CCOc1ccccc1NC(=O)c1ccc2c(c1)C(=O)N(CC1CCCO1)C2=O (configuration not stated)	-9	-5	8	25	6	4	11	0
COc1cc(C(=O)NCc2cccc3ccccc23)cc(Cl)c1OC	-4	-14	·	·	-1	1	-2	-1
COc1ccc(Cl)cc1S(=O)(=O)Nc1ncn[nH]1	-1	4	5	-3	1	-11	-6	-1
CC(C)C#Cc1ccc([C@H]2[C@@H](C#N)N(C(=O)C3CCC3)[C@@H]2CO)cc1	-1	3	1	28	-4	4	7	-1
O=C(NCC1CCCO1)c1cc2c(s1)CS(=O)(=O)C2 (configuration not stated)	1	18	·	·	0	-5	·	1
C/C(=N/NC(=O)c1cn(-c2cccc(C)n2)cn1)c1ccc(C)cc1	4	·	·	·	3	2	·	0
CCOC(=O)c1c(NC(=O)COC(=O)c2ncc(Cl)c(Cl)c2Cl)sc(C(=O)N(C)C)c1C	-4	0	42	-17	1	-6	·	-1
C[C@@H]1CN([C@@H](C)CO)C(=O)c2cccc(NS(=O)(=O)c3ccc(F)cc3)c2O[C@H]1CN(C)C(=O)Nc1ccccc1	-8	14	·	·	-2	-9	·	-1
NC(=O)CSc1nc2c(sc3ccccc32)c(=O)n1CCCN1CCOCC1	4	-3	·	·	-1	-1	-9	7
COc1ccc(S(=O)(=O)N(C)C[C@H]2OCCCC[C@@H](C)Oc3ccc(NC(=O)CCC(F)(F)F)cc3C(=O)N([C@H](C)CO)C[C@@H]2C)cc1	-2	-3	-14&-6	3	-2&-1	-9&4	-15&-16	-3&1
NC(=O)c1ccc(NC(=O)C2COc3ccccc3O2)cc1 (configuration not stated)	6	-1	1	-3	-2	-1	25	9
O=C(Nc1ccc2c(c1)N(S(=O)(=O)c1cccs1)CCC2)c1c(F)cccc1Cl	·	-15	-6	-1	1	-3	28	-5
O=C(NCCc1ccccc1Cl)C1CCC(=O)N(C2CCCCCC2)C1 (configuration not stated)	1	1	3	-6	-2	-4	-2	2
NC(=O)c1c(/N=C/c2cccnc2)sc2c1CCCC2	·	·	14	-12	2	2	-4	9
CCN(CC)c1ccc(O)c(C=Nc2ccc(C)c(C)c2)c1	3	-2	27	-130	1	-2	-14	1
O=C(C[C@@H]1CC[C@@H](NC(=O)C2CCOCC2)[C@H](CO)O1)Nc1ccc(-c2ccccc2)cc1	8	-1	2	-10	2	2	9	2
Cc1cc(C)n(CC(C)(O)c2ccccc2)n1 (configuration not stated)	-5	-2	16	-10	0	3	2	-3
O=C(O)C1C2CCC(O2)C1C(=O)Nc1ccc(Cl)cc1F (configuration not stated)	2	-1	-50	9	1	24	-19	-2
(further entries)
SMILES	ARNT-TACC3 inh	C2C12 statin	INS-1E GSIS act	LGR2 antag	Cneo AK release	PGC1a acetyl inh	PAX8 reporter	PglD inh
NC(=O)CC(NC(=O)Cc1cccc2ccccc12)c1ccc(N2CCCCCC2)c([N+](=O)[O-])c1 (configuration not stated)	-9	-4	·	·	6	15	15	2
CCc1ccccc1N(C(=O)c1ccco1)C(C(=O)NC1CCCC1)c1cccnc1 (configuration not stated)	3	4	-12	1	2	-3	3	1
O=C(CN1C(=O)c2ccccc2S1(=O)=O)NC(Nc1ccccc1F)C(Cl)(Cl)Cl (configuration not stated)	5	5	-9	-24	6	·	-11	0
O=C(CCn1ccc([N+](=O)[O-])n1)Nc1nccs1	·	·	-4	-12	·	11	17	·
COc1cc(OC)c(NS(=O)(=O)c2c(C)[nH]c(=O)[nH]c2=O)cc1Cl	12	3	-1	-9	2	4	16	-3
COc1ccc(NC(=O)Nc2ccc3c(c2)C(=O)N([C@H](C)CO)C[C@H](C)[C@@H](CN(C)S(=O)(=O)c2ccc(Cl)cc2)OCCCC[C@@H](C)O3)cc1	0	·	9	-10	-2	-13	-1	-2
C[C@@H](NS(=O)(=O)c1cc(Cl)ccc1F)[C@H](O)c1ccccc1	0	-4	16	-5	1	3	14	1
C=CC[C@H](CC(=O)N(CCO)Cc1ccccc1)C(=O)N[C@H](COC(=O)[C@H](CC=C)CC(=O)OC(C)(C)C)Cc1ccccc1	4	-2	-24	9	-2	·	40	2
COc1ccc(NC(=O)c2cc(-c3cc(F)ccc3OC)n[nH]2)c(C)c1	·	-20	-15	-4	-1	10	1	1
COc1ccc(-c2cc(C(=O)N(C)CCc3ccc(OC)c(OC)c3)c3ccccc3n2)cc1	-16	11	17	-19	-1	·	3	-4
COc1ccc(S(=O)(=O)N2CCN(C(=O)c3cc(-c4ccc(Br)cc4)n[nH]3)CC2)cc1OC	3	11	-11	18	2	14	51	-2
CCCC(=O)NC(=S)Nc1ccc(C(C)=O)cc1	1	·	7	-39	·	·	-78	·
CCCCN(C(=O)c1ccc2c(c1)NC(=O)CS2)c1ccccc1	3	-8	·	·	-6	0	4	-3
O=C(NCc1cccc(Cl)c1)c1cccc(S(=O)(=O)N2CCCC2)c1	·	-2	·	·	-2	-15	6	2
COc1ccccc1NS(=O)(=O)c1cc(C(=O)NCC2CCCO2)ccc1C (configuration not stated)	5	-2	5	2	·	·	-1	·
N#C/C(=C1/CCCN1)c1ccccn1	-11	23	-15	5	0	-21	·	4
CC1(C)CC(=O)C(C2C3=C(CC(C)(C)CC3=O)Oc3ccccc32)=C(O)C1 (configuration not stated)	-3	14	·	·	-3	-7	·	5
CCN(CC)S(=O)(=O)c1ccc(C)c(NC(=O)COc2ccc3c(C)cc(=O)oc3c2)c1	-8	2	3	-1	-7	-6	6	1
Cc1ccc(S(=O)(=O)N(Cc2ccccc2)C(C)C)cc1	-6	-4	-6	3	-5	-5	29	0
C/C(=N\Nc1nc2ccccc2c(=O)n1O)c1ccco1	7	·	19	-24	·	·	-114	·
COc1ccc(C)cc1Nc1n[n+](C)c(-c2c3ccccc3cc3ccccc23)s1	-5	4	·	-13	-2	·	-15	0
COc1ccc(CNC(=O)COC(=O)c2ccc(OCC3CCCO3)cc2)cc1 (configuration not stated)	2	2	2	-1	-1	-5	-3	-6
Cc1ccc2c(c1)COc1c3ccc(C(=O)N4CCOCC4)cc3nn1-2	-12	-11	22	-67	-3	-5	-168	5
CCCN(C)C[C@H]1Oc2ncc(-c3ccccc3OC)cc2C(=O)N([C@@H](C)CO)C[C@@H]1C	4	12	3	-3	-3	8	·	-1
O=C(N[C@H]1CC[C@H](CC(=O)N2CCCCC2)O[C@@H]1CO)c1cccc(F)c1	-3	-1	18&14	-8&8	4	3	5&2	1

15 successive entries from above:
SMILES	ARNT-TACC3 inh	C2C12 statin	INS-1E GSIS act	LGR2 antag	Cneo AK release	PGC1a acetyl inh	PAX8 reporter	PglD inh
NC(=O)CC(NC(=O)Cc1cccc2ccccc12)c1ccc(N2CCCCCC2)c([N+](=O)[O-])c1 (configuration not stated)	-9	-4	·	·	6	15	15	2
CCc1ccccc1N(C(=O)c1ccco1)C(C(=O)NC1CCCC1)c1cccnc1 (configuration not stated)	3	4	-12	1	2	-3	3	1
O=C(CN1C(=O)c2ccccc2S1(=O)=O)NC(Nc1ccccc1F)C(Cl)(Cl)Cl (configuration not stated)	5	5	-9	-24	6	·	-11	0
O=C(CCn1ccc([N+](=O)[O-])n1)Nc1nccs1	·	·	-4	-12	·	11	17	·
COc1cc(OC)c(NS(=O)(=O)c2c(C)[nH]c(=O)[nH]c2=O)cc1Cl	12	3	-1	-9	2	4	16	-3
COc1ccc(NC(=O)Nc2ccc3c(c2)C(=O)N([C@H](C)CO)C[C@H](C)[C@@H](CN(C)S(=O)(=O)c2ccc(Cl)cc2)OCCCC[C@@H](C)O3)cc1	0	·	9	-10	-2	-13	-1	-2
C[C@@H](NS(=O)(=O)c1cc(Cl)ccc1F)[C@H](O)c1ccccc1	0	-4	16	-5	1	3	14	1
C=CC[C@H](CC(=O)N(CCO)Cc1ccccc1)C(=O)N[C@H](COC(=O)[C@H](CC=C)CC(=O)OC(C)(C)C)Cc1ccccc1	4	-2	-24	9	-2	·	40	2
COc1ccc(NC(=O)c2cc(-c3cc(F)ccc3OC)n[nH]2)c(C)c1	·	-20	-15	-4	-1	10	1	1
COc1ccc(-c2cc(C(=O)N(C)CCc3ccc(OC)c(OC)c3)c3ccccc3n2)cc1	-16	11	17	-19	-1	·	3	-4
COc1ccc(S(=O)(=O)N2CCN(C(=O)c3cc(-c4ccc(Br)cc4)n[nH]3)CC2)cc1OC	3	11	-11	18	2	14	51	-2
CCCC(=O)NC(=S)Nc1ccc(C(C)=O)cc1	1	·	7	-39	·	·	-78	·
CCCCN(C(=O)c1ccc2c(c1)NC(=O)CS2)c1ccccc1	3	-8	·	·	-6	0	4	-3
O=C(NCc1cccc(Cl)c1)c1cccc(S(=O)(=O)N2CCCC2)c1	·	-2	·	·	-2	-15	6	2
COc1ccccc1NS(=O)(=O)c1cc(C(=O)NCC2CCCO2)ccc1C (configuration not stated)	5	-2	5	2	·	·	-1	·

Next section.
SMILES	ARNT-TACC3 inh	C2C12 statin	INS-1E GSIS act	LGR2 antag	Cneo AK release	PGC1a acetyl inh	PAX8 reporter	PglD inh
O=C(NCc1ccccc1)/C(=C/c1cccc([N+](=O)[O-])c1)NC(=O)c1ccco1	0	12	11	13	-3	·	3	5
CC1CCCCN1CC(O)COCc1ccc(Cl)cc1 (configuration not stated)	-1	3	-16	-11	8	-19	8	5
COc1cccc(CN(CCC(C)C)S(=O)(=O)c2cc(Br)ccc2Br)c1	-6	-8	-3	5	0	·	-16	-6
O=C(CCCN1C(=O)c2ccccc2C1=O)NCCc1ccc(OC(F)F)cc1	9	1	10	-2	-2	·	-11	0
C[C@@H](C(=O)NCc1ccccc1)[C@@H]1C[C@@]1(C)[C@@H](NC(=O)OCc1ccccc1)c1ccccc1	-7	43	1	-5	1	-8	18	1
Cc1ccc(S(=O)(=O)N(C)Cc2cc3cc(C)ccc3[nH]c2=O)cc1	13	8	1	-2	0	4	17	2
O=C(COCc1ccccc1)N[C@@H](Cc1ccc(O)cc1)C(=O)O	-3	-5	13	-2	0	·	-15	3
Cc1ccccc1NS(=O)(=O)c1cc(C(=O)Nc2cccc(N(C)S(C)(=O)=O)c2)ccc1C	2	21	10	1	1	6	·	5
O=C(c1ccco1)N1CCCC(c2nc3c(nnn3Cc3ccc(F)cc3)c(=O)[nH]2)C1 (configuration not stated)	-37	4	17	-7	0	2	10	-1
